Bioassay records from PubChem.
p53ts 32C tox = kills p53ts cells at the permissive temperature | actives 0.93% (n = 130,000) | Potency, µM (highest dose often 46.1 µM), without a hit: at the top dose activity change, negative = cytotoxicity, usual class: cytotoxic | H1299-p53A138V at 32C, ATP luminescence viability, 24 h | AID 924;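 note: 0% = DMSO and -100% = full killing by reference compound; nearly all actives have a fitted effect of over 55% in size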
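H1299-p53 A138V cells (temperature-sensitive p53) exposed 24 h to up to 46 uM compound at 32C, where p53 is wild-type in conformation. Viability read as ATP luminescence and normalised to DMSO and 100 uM tamoxifen. AC50 fitted with the Hill equation.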
p53ts 39C tox = cytotoxicity in p53ts cells at nonpermissive temperature; H1299-p53A138V viability at 39C, ATP luminescence, 24 h; actives 1.5% (n = 130,000); AID 902; Potency, µM (highest dose often 46.1 µM), inactives show at the highest dose activity change, negative = cell killing, hits mostly cytotoxic; note: nearly all actives have a fitted effect of over 55% in size
Peg3 imprint = induces erasure of genomic imprints in mouse ES cells; AID 1948; Potency, µM (doses to about 60.7 µM), inactives show at the highest dose activity change, positive = activation, actives largely listed as activators; actives 0.02% (n = 110,000); mouse ES Peg3-LacZ reporter, beta-gal luminescence, 40 h;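 note: 0% = negative control wells on the plate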
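Imprint erasure is scored as LacZ activity from the silenced maternal Peg3 allele in feeder-free female ES cells cultured 40 h with LIF. Luminescence is normalized to in-plate negative controls and fitted to the Hill equation.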
IkB sig inh = inhibitors of IkB signaling in ABC-DLBCL cells; AID 445; actives 0.04% (n = 110,000); Potency, µM (series often up to 57.1 µM), for the others: top-dose IkBa stabilization activation; ABC-DLBCL IkBa-CBG/CBR dual luciferase ratio, 4 h; response scale: scaled: untreated 0%, proteasome inhibitor 100%; active = well fitted curve in the direction sought with a large enough effect in the signal ratio, not every such curve was filed as active; inconclusive = small, poorly fitted or top-dose-only effect, or a change in a side signal; the % refers to the signal ratio;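 note: the direction sought is a rising ratio; 0% = basal untreated cells and 100% = reference inhibitor full response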
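In this assay, an IκBα–CBG68 fusion accumulates when IKK-driven degradation is blocked; native CBR normalizes for cell number. OCI-Ly3 cells were treated 4 h with compound and doxycycline, then green and red light read after Chroma-Glo addition.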
Active calls of the source: *; ? = inconclusive; nt = no result given; [ ] = dose if it differs, or a comment. Unless noted, calls come from the whole dose curve; as a rule, active = well fitted curve in the direction sought with a large enough effect; inconclusive = small, poorly fitted or top-dose-only effect, or another doubt; inactive = no such curve, though single readings can be large; an effect the other way counts as inactive or inconclusive. Unless noted, % is set by controls: 0 for no effect and ±100 for the full control effect; potency is the fitted concentration of half-maximal effect.

#	SMILES	p53ts 32C tox	p53ts 39C tox	Peg3 imprint	IkB sig inh
1	CC(C)N(C(=O)Cn1cnc2c(cnn2-c2ccccc2Cl)c1=O)C(C)C	-0.7%	-4.3%	7.4%	-0.1%
2	O=C(CSc1nc2c(oc3ccccc32)c(=O)n1Cc1ccco1)Nc1cccc(Cl)c1	-10.5%	?	-14.4%[10.9 µM]	?
3	Cn1nc(C(=O)Nc2cc(F)ccc2F)c2c1-c1ccccc1SC2	7.4%	2.2%	-8.7%[10.9 µM]	-0.1%
4	COc1ccc(-c2cc(=O)c3ccccc3o2)cc1OC	-20.4%	-3.8%	-5.6%	nt
5	Cc1ccc(NC(=O)Cn2c(=O)n(Cc3ccc(F)cc3)c(=O)c3cccnc32)cc1C	12.9%	7.7%	-8.4%[10.9 µM]	-1.9%
6	COCC(C)Nc1ncnc2c1cnn2-c1ccc(C)c(C)c1 (stereo unspecified)	?	?	7.0%[10.9 µM]	?
7	NS(=O)(=O)c1ccc(N=Nc2ccc(O)c(C(=O)O)c2)cc1	-9.9%[9.22 µM]	0.5%[9.22 µM]	-13.4%[10.9 µM]	0.6%[11.4 µM]
8	COC(=O)c1ccc(/C(O)=C(\C#N)c2nc3ccccc3s2)cc1	-29.7%	-16.5%	-40.5%[inhibitor]	?
9	Cc1ccc(C(C)C)c(OCC(=O)NCC2(N(C)C)CCCCC2)c1	-12.4%	6.9%	-13.6%[10.9 µM]	-1.3%
10	COc1ccc(-c2nnc(-c3cccs3)o2)cc1OC	?	?	-82.3%[inhibitor]	?
11	CCOC(=O)c1c(C)n(C)c2ccc(OC(C)C(=O)OC)cc12 (stereo unspecified)	-1.2%	2.7%	-6.9%	-1.2%
12	CCOc1ccc(C(=O)Nc2ccc3nn(-c4ccc(OC)c(Cl)c4)nc3c2)cc1	8.7%	16.1%	4.5%[10.9 µM]	-0.4%
13	CCCCC(=O)Nc1ccc2c(c1)oc1ccccc12	-9.4%	7.8%	nt	nt
14	CCOC(=O)N1CCN(c2c(N3CCN(c4cccc(C(F)(F)F)c4)CC3)c(=O)c2=O)CC1	0.1%	-4.5%	-5.6%	1.5%
15	Cc1cc(C)cc(NC(=O)c2sc3nc[nH]c(=O)c3c2C)c1	2.4%	-11.7%	9.0%[10.9 µM]	-0.5%
16	Cc1cccc(CCNC(=O)CN(C)S(=O)(=O)c2ccc3c(c2)c(=O)n(C)c(=O)n3C)c1	12.0%	10.4%	-1.9%	2.1%
17	Cc1ccc(CNC(=O)c2cc(C)nc3c2c(C)nn3-c2ccc(C)cc2)cc1	3.3%	18.8%	3.9%[10.9 µM]	?
18	COCCNC(=O)CSc1nnc2[nH]c(=O)cc(C)n12	1.5%	1.4%	-4.4%[10.9 µM]	0.7%
19	Cc1ccc(-n2ncc3c(=O)[nH]c(SCC(=O)N4CCCc5ccccc54)nc32)cc1	-1.1%	4.8%	-8.9%	0.3%
20	COCCCn1c(-c2ccsc2)nc2c1c(=O)[nH]c(=O)n2Cc1ccccc1	-1.3%	0.9%	-8.5%	-0.4%
21	COC1C=CO[C@@]2(C)Oc3c(C)c(O)c4c(O)c(c5c(nc6cc(C)ccn65)c4c3C2=O)NC(=O)/C(C)=C\C=CC(C)C(O)[C@@H](C)C(O)C(C)[C@@H](OC(C)=O)C1C (stereo partly specified)	6.1%	8.1%	-12.2%	nt
22	O=C(Cn1ncc2c(=O)oc3ccccc3c21)Nc1nc2ccccc2s1	-5.8%	4.0%	-5.1%	1.8%
23	COc1cccc(Nc2ncc3ncc(=O)n(C)c3n2)c1	-1.8%	12.9%	-27.5%	-7.5%[11.4 µM]
24	Cc1cc(C)cc(NC(=O)CCCc2nc(-c3ccccc3Cl)no2)c1	0.7%	19.0%	-4.6%[10.9 µM]	-2.0%

Continued, starting with the last two of the part before.
#	SMILES	p53ts 32C tox	p53ts 39C tox	Peg3 imprint	IkB sig inh
23	COc1cccc(Nc2ncc3ncc(=O)n(C)c3n2)c1	-1.8%	12.9%	-27.5%	-7.5%[11.4 µM]
24	Cc1cc(C)cc(NC(=O)CCCc2nc(-c3ccccc3Cl)no2)c1	0.7%	19.0%	-4.6%[10.9 µM]	-2.0%
25	CCn1c2ccccc2c2nnc(SCC(=O)Nc3ncccn3)nc21	-12.4%	9.4%	-11.8%	-2.4%
26	CCC(Sc1ncccn1)C(=O)Nc1cc(C)on1 (stereo unspecified)	-4.3%	13.9%	nt	nt
27	CCC1CCCCN1C(=O)CSc1nc2c([nH]c3ccccc32)c(=O)n1-c1ccc(OC)cc1 (stereo unspecified)	-0.8%	-29.5%	10.8%[10.9 µM]	?
28	CCc1ccc(NC(=O)Cn2ccn(-c3cccc(Cl)c3)c(=O)c2=O)cc1	-8.6%	-5.5%	-11.2%[10.9 µM]	?
29	O=C(CCC(=O)c1cccs1)c1cccs1	4.1%	-6.2%	nt	nt
30	Cn1c(SCC(=O)c2ccc3c(c2)OCCO3)nnc1C1CC1	0.5%	11.8%	nt	nt
31	CC(=O)c1ccc(Cl)c(Cl)c1Cl	-1.2%[1.84 µM]	-4.5%	2.8%	-2.1%
32	COc1ccccc1NS(=O)(=O)c1ccc(Br)s1	-2.8%	-17.5%	-0.8%	6.8%
33	Cc1ccc(C)c(N(C)C(=O)c2cn(C)c(=O)c3ccccc23)c1	-2.3%	-26.9%	-9.9%[10.9 µM]	7.1%
34	COc1cc(/C=C\c2ccc(OC)cc2OC)cc(OC)c1	-6.0%	-14.1%	-43.6%[inhibitor]	1.1%
35	CCCCOc1ccc(OCCCC)c2c1NC1(N2)C(=O)N(C(C)=O)c2ccccc21	2.6%	-4.5%	-7.9%	0.1%
36	CCOC(=O)Cn1c(=O)oc2cc(S(=O)(=O)N3CCn4c3nc3ccccc34)ccc21	4.4%	10.2%	-5.4%	1.1%
37	Cn1nnnc1SCC(=O)NCc1ccco1	9.9%	0.0%	-17.6%	0.8%
38	Cc1cc2c(c(=O)n1Cc1ccc3c(c1)OCO3)C(c1cccnc1)C(C#N)=C(N)O2 (stereo unspecified)	2.5%	9.4%	-9.7%	1.5%
39	Cc1cccc(C(C)C)c1NC(=O)c1ccc2c(c1)CCCN2S(C)(=O)=O	-2.3%	12.7%	-11.4%[10.9 µM]	?
40	CC(C)CNS(=O)(=O)c1ccc(S(=O)(=O)N2CCN(CCC#N)CC2)cc1	-0.7%	7.4%	-3.2%	1.3%

Structures shown so far that contain fluorine (3):
#	SMILES	p53ts 32C tox	p53ts 39C tox	Peg3 imprint	IkB sig inh
3	Cn1nc(C(=O)Nc2cc(F)ccc2F)c2c1-c1ccccc1SC2	7.4%	2.2%	-8.7%[10.9 µM]	-0.1%
5	Cc1ccc(NC(=O)Cn2c(=O)n(Cc3ccc(F)cc3)c(=O)c3cccnc32)cc1C	12.9%	7.7%	-8.4%[10.9 µM]	-1.9%
14	CCOC(=O)N1CCN(c2c(N3CCN(c4cccc(C(F)(F)F)c4)CC3)c(=O)c2=O)CC1	0.1%	-4.5%	-5.6%	1.5%

The list goes on.
#	SMILES	p53ts 32C tox	p53ts 39C tox	Peg3 imprint	IkB sig inh
41	O=C1OCCC1Sc1nnc(-c2ccco2)o1 (stereo unspecified)	5.1%	7.6%	-8.7%	-0.8%
42	O=C(CCC(=O)c1cccs1)OCC(=O)N1CCN(C(=O)c2ccco2)CC1	2.6%	-1.5%	3.8%	0.0%
43	COC(=O)c1cc(-c2ccc(Br)cc2)on1	?	-18.7%	-22.9%	2.7%
44	Cc1nn(CC(=O)NC2CCC(C)CC2)c(=O)c2c1sc1ccccc12 (stereo unspecified)	-18.9%	?	-7.2%[10.9 µM]	?
45	CCn1c(CC(=O)Nc2ccccc2F)nnc1SCC(=O)N1CCN(c2ccccc2)CC1	6.5%	-4.8%	-15.8%	5.2%
46	O=C(c1cccc(N2C(=O)C3CC=CCC3C2=O)c1)N1CCN(c2ccccc2)CC1 (stereo unspecified)	3.3%	3.0%	-9.8%	2.8%
47	Cc1nc(C)c(C(=O)NCc2ccccc2Cl)o1	-1.0%	1.6%	-18.2%	7.1%
48	Cc1nnc2sc(-c3ccc(NC(=O)c4ccc(-c5ccc(Cl)cc5Cl)o4)cc3)nn12	-24.9%	1.9%	-0.7%	2.8%
49	COc1ccc(C(C)=O)c(OC(=O)c2ccc(OC)c(OC)c2)c1	1.9%	4.3%	3.3%	-1.1%
50	COc1ccc(CCNC(=O)c2ccc3c(c2)nc2n3CCOC2)cc1OC	-1.6%	?	-4.4%[10.9 µM]	-0.5%
51	Cn1c(=O)c2cn(-c3ccc4c(c3)OCCO4)cc2n(C)c1=O	-6.1%	5.1%	-11.6%	9.2%
52	O=C(Cn1c2ncccc2c(=O)n1-c1ccccc1)NCc1ccccc1	2.4%	2.7%	-3.6%[10.9 µM]	?
53	CCOc1ccc(NC(=O)c2c(NC(=O)c3ccncc3)sc3c2CCC(C(C)(C)C)C3)cc1 (stereo unspecified)	-1.2%	-4.3%	-8.2%[10.9 µM]	?
54	CC(=O)OCC1OC(Oc2cc(OC(C)=O)c3c(=O)cc(-c4ccc(OC(C)=O)c(OC(C)=O)c4)oc3c2)C(OC(C)=O)C(OC(C)=O)C1OC(C)=O (stereo unspecified)	-27.1%	-24.8%	-33.9%[inhibitor]	nt
55	COc1cccc(-c2ccc3ncnc(N4CCN(C)CC4)c3c2)c1	3.9%	-12.9%	-8.1%	-3.2%[11.4 µM]
56	Nc1ncnc2c1ncn2[C@@H]1O[C@@H](COP(=O)(O)OP(=O)(O)OP(=O)(O)OP(=O)(O)OC[C@@H]2O[C@@H](n3cnc4c(N)ncnc43)[C@@H](O)[C@H]2O)[C@H](O)[C@@H]1O	41.9%[activator]	48.6%[activator]	nt	1.2%
57	Nc1sccc1C(=O)c1ccc(Cl)cc1	4.8%	4.9%	-24.9%	0.9%
58	COc1ccccc1NC(=O)c1ccc(CN2CCOCC2)cc1	-15.2%	-7.7%	1.9%	-0.4%
59	CCOC(=O)c1c(C)[nH]c(C)c1S(=O)(=O)N1CCCC(C(=O)Nc2ccc(F)cc2F)C1 (stereo unspecified)	12.6%	-2.6%	5.6%[10.9 µM]	-0.8%
60	O=C(Nc1ncc(Cc2ccccc2Cl)s1)c1ccc2c(c1)CC(c1ccccc1)OC2=O (stereo unspecified)	5.8%	-17.5%	-4.9%[10.9 µM]	1.6%
61	C=Cc1ccc(Cn2c(SCC(=O)N3CCN(c4ccc(F)cc4)CC3)nc3ccccc32)cc1	5.5%	-11.0%	-7.9%[10.9 µM]	?
62	CCOc1ccc2nc(Cl)c(C3CC(c4ccccc4)=NN3C(=O)CCC(=O)O)cc2c1 (stereo unspecified)	-2.1%	19.7%	-7.8%[10.9 µM]	?
63	C(CCc1nnc2c(n1)CCCC2)Cc1nnc2c(n1)CCCC2	-1.0%[9.22 µM]	-4.9%[9.22 µM]	-19.0%[10.9 µM]	0.2%[11.4 µM]
64	O=C(c1ccsc1)N1CCN(C(=O)c2cccs2)CC1	-11.3%	0.5%	-9.3%	-1.6%
65	CCN1CCN(C(=O)c2ccc3c(c2)N(Cc2ccccc2F)C(=O)c2ccccc2S3(=O)=O)CC1	14.8%	?	6.1%[10.9 µM]	?
66	COc1ccc(CCC(=O)NCc2ccc3c(c2)CCN3C(=O)c2ccc(Cl)cc2)cc1	11.3%	-26.2%	-11.1%[10.9 µM]	1.0%
67	COc1cccc(CNC(=O)c2cc(S(=O)(=O)N3CCCCC3)c[nH]2)c1	1.6%	3.4%	-8.8%[10.9 µM]	1.0%
68	CCN(C(=O)c1coc(=O)c2ccccc12)c1ccccc1C	-5.0%	11.9%	3.5%[10.9 µM]	1.1%
69	O=S(=O)(c1ccc(F)cc1)N1CCN(Cc2ccccc2C(F)(F)F)CC1	-0.6%	-8.1%	nt	nt
70	CCn1cc(C(=O)N2CC(C)CC(C)C2)c(=O)c2cc(S(=O)(=O)N3CCOCC3)ccc21 (stereo unspecified)	10.1%	9.5%	-0.2%	1.8%
71	Cn1nnc2c(NCc3ccco3)nccc21	0.4%	-6.6%	-11.5%	4.0%
72	CC(C)CC(C(=O)Nc1oc(-c2ccccc2)c(-c2ccccc2)c1C#N)N1C(=O)c2ccccc2C1=O (stereo unspecified)	13.1%	6.7%	nt	nt
